# All columns: NCI-60 one-dose screen, growth in % after 48 h at 10 µM unless noted; 100 = growth as untreated, 0 = no growth, -100 = all killed.
# NCI-H522 – NCI-H522 lung cancer. 78,000 compounds, 8% hits. AID 1794739
# NCI/ADR-RES – NCI/ADR-RES ovarian cells; 81,000 compounds, 4.4% hits
# NCI-H460 – NCI-H460 lung cancer; 82,000 compounds, 6.8% hits
# NCI-H226 – NCI-H226 lung cancer; 79,000 compounds, 3.5% hits
# NCI-H23 – NCI-H23 lung cancer; 80,000 compounds, 4% hits; AID 1794731
# OVCAR-8 – OVCAR-8 ovarian cancer | 81,000 compounds, 4.4% hits | AID 1794782
# NCI-H322M – NCI-H322M lung cancer | 80,000 compounds, 2.7% hits | AID 1794733
# OVCAR-3 – OVCAR-3 ovarian cancer; 79,000 compounds, 7% hits
# OVCAR-5 – OVCAR-5 ovarian cancer. 82,000 compounds, 2.9% hits. AID 1794783
# Starred values were filed as active, the others as inactive; . = no result given; & = joins results of further samples. The calls were made as follows: active = growth percent below 10; inactive = the rest. The order is random; overall some 11% were active at least once.
SMILES,NCI-H522,NCI/ADR-RES,NCI-H460,NCI-H226,NCI-H23,OVCAR-8,NCI-H322M,OVCAR-3,OVCAR-5
O=c1c2sc3ncccc3c2ncn1-c1cccc(Cl)c1,97,103,114,100,105,94,108,118,107
CN(C(=O)COc1ccccc1)c1ccc([N+](=O)[O-])cc1,82,109,108,.,105,103,97,118,100
Cc1nc2sc3cc(O)ccc3c2c(=O)[nH]1,84,101,98,88,97,96,97,103,118
COc1cc(/C=C/C(=O)CC(=O)/C=C/c2ccc(O)c(OC)c2)ccc1O,-23*,37,47,88,21,.,78,37,.
N#Cc1c(-c2ccc(O)cc2)cc(-c2c[nH]c3ccccc23)nc1-c1c[nH]c2ccccc12,86,102,104,86,89,100,101,.,108
Cn1cnc2c1c(=O)n(CC(=O)Nc1ccccc1)c(=O)n2C,88,102,106,100,96,104,108,121,99
CCn1c2[n+](c3ccccc31)CCC2,.,105,106,97,109,101,120,112,102
CCOC(=O)c1c[nH]c2cc(OCC3CC3)c(OCC3CC3)cc2c1=O,95,111,103,106,110,100,100,109,102
C[C@@H](C[C@H](CCO)c1ccccc1)c1ccoc1,86,102,100,91,99,73,97,98,85
COC(=O)/C=C1/SC(=NCc2ccccc2)N(Cc2ccco2)C1=O,.,110,113,102,101,94,94,108,112
COc1nc(Cl)nc2c1ncn2CC#CCCl,80,84,89,91,87,94,.,81,104
COC(=O)c1cc(=O)[nH]c(=S)[nH]1,81,108,105,95,101,90,88,112,110
Nc1nc(-c2nnc(Nc3ccc(Cl)cc3)s2)cs1,68,104,103,111,101,99,94,.,109
CCCCCCCCCCCCN1CCCC(C)C1 (centres undefined),69,88,106,85,80,.,87,93,88
Nc1nc2ccccc2n2cc3ccccc3c12,88,92,93,.,84,87,102,91,114
O=[N+]([O-])c1ccc(S(=O)(=O)N2CCN(c3ccccc3)CC2)cc1,91,94,100,82,97,91,96,100,89
CC(=O)OC[C@H]1O[C@@H](OCc2cn(CC(=O)O[C@@H]3C[C@]4(C)[C@H]5CC[C@@H]6[C@H]7[C@H](C(C)C)CC[C@]7(C(=O)O)CC[C@@]6(C)[C@]5(C)CC[C@H]4C(C)(C)C3=O)nn2)[C@H](OC(C)=O)[C@@H](OC(C)=O)[C@@H]1OC(C)=O,59,85,64,80,89,75,96,82,110
O=C(O)CCCN1C(=O)/C(=C/c2ccc(F)cc2)SC1=S,97,102,104,97,105,101,99,.,110
CCOC(=O)c1c(C)n(-c2ccccc2)c2c1c(-c1ccccc1)nc1ccccc12,81,93,96,87,103,88,100,102,91
CCOC(=O)CC(=O)CC(=O)OCC,89,103,104,107,109,105,119,129,108
COc1ccc(NC(=O)c2ccoc2COc2ccccc2)cc1,90,93,106,99,96,100,101,109,96
Cc1ccccc1C(=O)c1ccccc1C(=O)O,102,108,111,110,100,107,108,107,111
COc1ccc(Oc2nc3n(c(=O)c2C#N)-c2ccccc2Sc2ccccc2-3)cc1,82,94,107,93,96,97,90,97,119
CCOC(=O)C1=C(C)N=C2SC=C(c3ccccc3)N2[C@H]1c1cn(-c2ccccc2)nc1-c1ccccc1,77,91,80,86,83,78,78,88,99
O=C1NCC(O)CN1,100,104,107,103,104,107,122,116,96
CC(=O)OC(c1ccccc1)C1CCOC1=O (centres undefined),78,97,109,94,94,104,106,102,87
COc1ccc(C(Cc2ccccc2)NCCN2CCOCC2)cc1 (centres undefined),71,99,107,109,100,.,96,100,95
CCCCCCCCOC(=O)Nc1ccc(OCC)cc1,93,102,106,92,94,101,100,112,92
COc1cc(-c2nn(C(=O)NS(=O)(=O)c3ccc(Cl)cc3)cc2-c2ccncc2)ccc1Cl,68,84,103,73,97,26,98,102,97
N[C@@H](Cc1ccccc1)[C@@H](O)C(=O)NCCc1ccccn1,102,107,109,101,110,105,103,121,104
NN1CCc2ccccc2C1,93,112,112,103,104,104,111,118,115
C#Cc1cccc(Nc2ncnc3cc4c(cc23)OCCOCCOCCO4)c1,1.0*,58,77,71,81,54,1.9*,41,60
C=C1SC(=Nc2c(C)cccc2Cl)N(C(=O)c2sc3ccccc3c2Cl)C12CCCCC2,197,88,80,80,73,92,109,119,104
O=C(c1ccccc1)N(C(=S)NCCc1ccc(Cl)cc1)c1ccccc1,92,99,107,.,95,105,103,98,91
O=C(NC1CCCCC1)c1cc(NCc2cc(O)ccc2O)ccc1O,88,104,109,94,99,.,101,97,110
O=C(Nc1cccc(Cl)c1)OCCN1CCOCC1,72,104,105,88,100,100,93,108,111
CCOc1ccc(Nc2nc(-c3c(C)nc4ncccn34)cs2)cc1,-6.3*,9.0*,5.6*,52,24,17,52,-21*,21
NS(=O)(=O)c1cccc(N/C=C/C(=O)c2cc3cc(Br)ccc3oc2=O)c1,90,98,112,99,93,101,98,109,99
O=C(O)c1cc2n(n1)CC(c1ccccc1)N2 (centres undefined),101,101,99,.,96,99,102,106,96
Cc1ccc(NC(C(=O)c2ccccc2)c2ccccc2)cc1 (centres undefined),34,93,47,75,59,46,97,29,78
CCOC(=O)C1[C@@H]2C(=O)N(c3ccc(OC)cc3)C(=O)[C@@H]2[C@H](c2cn(-c3ccccc3)nc2C)N1Cc1ccccc1 (some centres undefined),83,93,97,92,101,105,89,101,96
O=C1NC(=NC2CCCCCC2)N/C1=C\c1ccc2ncoc2c1,13,41,20,15,19,27,24,-3.0*,50
O=C1NC(=S)S/C1=C\c1ccccc1C(=O)O,.,109,106,108,108,108,108,111,126
Cc1ccc(S(=O)(=O)Nc2ccccc2C(=O)O)cc1,89,100,.,92,100,98,103,110,107
Oc1cccc(-c2nc(-c3nnc(Nc4ccccc4)o3)cc3c2[nH]c2ccccc23)c1,47,91,49,77,87,60,87,64,99
COc1ccc2c(c1)C(Sc1ccc(C)cc1)c1c(nc(N)c(C#N)c1N)O2 (centres undefined),86,93,100,98,90,93,86,107,114
O=C(/C=C/c1ccccc1)Nc1ncccc1OCc1cn(Cc2ccc(Cl)cc2)nn1,90,98,104,96,102,95,101,111,93
O=C(Nc1cccc(C(F)(F)F)c1)Oc1ccc(Cl)c2cccnc12,-77*,4.6*,10,86,8.9*,-11*,101,-56*,88
C[C@]12CC[C@@H]3c4ccc(O)cc4CC[C@H]3[C@@H]1CC[C@@H]2NS(=O)(=O)c1ccc(-c2ccccc2)cc1,46,60,40,66,60,67,83,48,96
CC1(C)CC[C@]2(C(=O)NCC#CCN3CCOCC3)CC[C@]3(C)C(=CC[C@@H]4[C@@]5(C)Cc6c([nH]c7ccccc67)C(C)(C)[C@@H]5CC[C@]43C)[C@@H]2C1,85,97,90,95,96,91,96,95,100
Cc1nn(-c2ccccc2)c2nc3c(nc12)C(=O)CCC3,74,95,104,107,80,.,93,99,104
CC(C)(N)c1cn(Cc2ccc(Cl)cc2)nn1,95,106,111,98,100,104,110,102,110
O/N=C\c1ccnc2ccccc12,69,103,105,105,97,105,93,122,110
C/C=N\C(N)=S,109,97,109,105,91,108,102,108,99
O=C(O)c1ccc(NC(=S)Nc2ccc(S(=O)(=O)Nc3ccccn3)cc2)cc1,132,106,113,98,105,112,114,110,104
CC(C)=CCC[C@](C)(O)[C@H]1CC[C@]2(C)[C@@H]1CC[C@@H]1[C@@]3(C)C/C(=C/c4ccco4)C(=O)C(C)(C)[C@@H]3CC[C@]12C,102,104,106,103,101,104,103,103,102
O=C(Nc1ccc(Br)cc1)Oc1ccc(Cl)cc1C(=O)c1ccccc1,74,96,112,85,98,90,106,101,98
COc1cc(/C=C/C(=O)c2ccc(NC(=O)CSc3nnc(-c4ccc(Cl)cc4)o3)cc2)cc(OC)c1OC,79,102,93,98,92,95,95,103,96
CCc1ccc(Oc2c(-c3ccc(OCc4ccc(Cl)cc4)cc3O)n[nH]c2C(F)(F)F)cc1,-23*,17,3.2*,25,3.6*,.,35,0.6*,86
N#Cc1c(NCc2ccco2)oc(-c2ccccc2)c1-c1ccccc1,70,95,75,84,88,98,.,97,100
# The list goes on.
SMILES,NCI-H522,NCI/ADR-RES,NCI-H460,NCI-H226,NCI-H23,OVCAR-8,NCI-H322M,OVCAR-3,OVCAR-5
CCCc1nc2c([nH]1)c(=O)n(C)c(=O)n2C,103,109,105,100,102,138,108,100,103
O=c1c2cc(F)ccc2sc2c(NCCCNCCO)nc3ccccc3c12,20,32,-71*,81,67,26,50,-15*,63
CC(=O)/C(N=Nc1c(C(=O)O)ccc2c1C(=O)c1ccccc1C2=O)=C(\C)O,91,103,108,100,94,101,.,107,103
CCN(CC)CCCNc1cccc2ccc(OC)nc12,87,98,89,99,100,92,102,103,114
CCC(c1ccc(O)cc1)C(CC)c1ccc(-c2ccccc2)cc1 (centres undefined),83,97,98,97,88,107,.,104,107
Cc1ccc(S(=O)(=O)NC2CCCCCCC2)cc1,92,97,103,94,104,90,98,106,105
CC(=O)Oc1ccc(O)c(C(=O)O)c1,108,110,107,103,104,102,106,102,96
NC(=O)Oc1cccc(OC(N)=O)c1,97,107,106,101,97,98,97,109,99
Cn1cc(-c2cc(N)n3nc(-c4c[nH]c5ccc(Br)cc45)cc3n2)c2cccnc21,-83*,-56*,-36*,-71*,-84*,-69*,-42*,-79*,-87*
NS(=O)(=O)c1cn(-c2ncnc3nc[nH]c23)ccc1=O,51,105,112,78,94,107,95,103,93
Oc1ccc2ccccc2c1N=Nc1ncn[nH]1,90,100,108,98,101,101,94,107,100
CCn1c(CN2CCN(Cc3ccccc3)CC2)nc2cc(NC(=O)c3cccs3)ccc21,-64*,.,-70*,-36*,-39*,-62*,-69*,-94*,4.7*
CNCC(=O)Nc1ccc(C(=O)OCC(C)C)cc1,91,96,101,103,98,97,.,97,94
CC(C)OCCCNc1nc(-c2ccccc2)n2ncc(C#N)c2n1,82,92,108,107,98,90,104,107,96
CCCCCCSc1nnc(-c2c(C)nc3ccc(Cl)cn23)o1,88,83,106,94,87,89,102,104,105
O=C(C=Nc1cc2c(cc1Br)-c1ccccc1C2=O)c1ccc(Br)cc1,81,106,102,86,91,101,99,114,99
NS(=O)(=O)c1ccc(-c2nonc2-c2ccccc2)cc1,94,95,108,100,104,98,111,97,127
N/N=C1\c2ccccc2-c2ccc(N)cc21,92,97,108,97,94,102,99,109,106
O=C(/C=C/C12c3ccccc3C(c3ccccc31)C1C(=O)N(c3ccccc3)C(=O)C12)c1ccccc1 (centres undefined),17,14,-41*,-27*,5.2*,27,13,-62*,-13*
Cc1ccccc1-c1nnc(SCc2nnc(-c3cccc([N+](=O)[O-])c3)o2)o1,98,107,108,102,104,100,103,115,105
COc1ccc(-c2nnc(Nc3ccc(C(F)(F)F)cc3)o2)cc1OC,47,98,98,102,94,90,83,95,92
C[C@]12c3c4cc5c(c3-c3ccccc3[C@@H]1OC(=O)N2CC4)OCO5,85,99,105,88,104,90,113,103,107
COc1ccc(-n2nnc3c(sc4ccccc43)c2=O)cc1,57,53,-18*,25,69,29,38,24,80
O=C(O)CNC(=O)CN/C=c1\sc2ncnn2c1=O,78,102,116,115,98,102,98,105,96
NC(Cc1cc(I)c(O)c(I)c1)C(=O)O (centres undefined),94&97,108&99,111&99,90&94,105&106,100&105,103&109,98&114,101&110
C#CCOc1ccc(/C=N\Nc2nc(-c3ccc(C)cc3)cs2)cc1OC,74,96,95,87,87,.,92,99,97
NCCNc1nc2ccccc2c2c(=O)c3cc(F)ccc3sc12,79,79,12,96,85,79,73,67,91
COc1ccc2[nH]cc(-c3nn4cc(-c5cccnc5)nc4s3)c2c1,95,95,103,96,90,94,94,.,103
CN1CCN(c2nc3ccccc3c3c(=O)c4cc(F)ccc4sc23)CC1,63,76,47,99,87,74,85,69,88
CCCN1C(=O)N(CCC)C2C1NN=c1s/c(=C\C(=O)OCC)c(=O)n12 (centres undefined),102,108,132,117,105,106,110,124,110
O=C(N=Nc1c(O)[nH]c2ccccc12)Nc1ccccc1Cl,79,93,92,87,80,98,74,101,94
Cc1c(C(=O)NO)sc2ncnc(Nc3ccc(NC(=O)Nc4cccc(C(F)(F)F)c4)cc3)c12,88,98,102,99,89,100,100,104,114
Cc1ccc(C(=O)OCC(C)C)cc1,102,113,110,107,100,111,110,113,110

# Filtered by structure, the entries above with a COOH group.
SMILES,NCI-H522,NCI/ADR-RES,NCI-H460,NCI-H226,NCI-H23,OVCAR-8,NCI-H322M,OVCAR-3,OVCAR-5
CC(=O)OC[C@H]1O[C@@H](OCc2cn(CC(=O)O[C@@H]3C[C@]4(C)[C@H]5CC[C@@H]6[C@H]7[C@H](C(C)C)CC[C@]7(C(=O)O)CC[C@@]6(C)[C@]5(C)CC[C@H]4C(C)(C)C3=O)nn2)[C@H](OC(C)=O)[C@@H](OC(C)=O)[C@@H]1OC(C)=O,59,85,64,80,89,75,96,82,110
O=C(O)CCCN1C(=O)/C(=C/c2ccc(F)cc2)SC1=S,97,102,104,97,105,101,99,.,110
Cc1ccccc1C(=O)c1ccccc1C(=O)O,102,108,111,110,100,107,108,107,111
O=C(O)c1cc2n(n1)CC(c1ccccc1)N2 (centres undefined),101,101,99,.,96,99,102,106,96
O=C1NC(=S)S/C1=C\c1ccccc1C(=O)O,.,109,106,108,108,108,108,111,126
Cc1ccc(S(=O)(=O)Nc2ccccc2C(=O)O)cc1,89,100,.,92,100,98,103,110,107
O=C(O)c1ccc(NC(=S)Nc2ccc(S(=O)(=O)Nc3ccccn3)cc2)cc1,132,106,113,98,105,112,114,110,104
CC(=O)/C(N=Nc1c(C(=O)O)ccc2c1C(=O)c1ccccc1C2=O)=C(\C)O,91,103,108,100,94,101,.,107,103
CC(=O)Oc1ccc(O)c(C(=O)O)c1,108,110,107,103,104,102,106,102,96
O=C(O)CNC(=O)CN/C=c1\sc2ncnn2c1=O,78,102,116,115,98,102,98,105,96
NC(Cc1cc(I)c(O)c(I)c1)C(=O)O (centres undefined),94&97,108&99,111&99,90&94,105&106,100&105,103&109,98&114,101&110

# Bioassay records: PubChem, NCI
